Screening results: PubChem BioAssay, several laboratories
Thrombin inh: human alpha-thrombin inhibitors, primary screen, counter-screen for coagulation protease inhibitor project, biochemical, 1536-well, fluorogenic AMC substrate. Prothrombin (Homo sapiens), P00734. Boc-VPR-AMC fluorogenic substrate cleavage. inhibition, % at 5 µM. 220,000 tested, 0.26% active;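 active = inhibition at or above 40%; inactive = inhibition below 40%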;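 note: 0% = enzyme with no compound and 100% = wells without enzyme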
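System: human alpha-thrombin protein; Compound dosing: one concentration per compound, 5 µM, with 0.2% DMSO; Timing: reaction at room temperature; Technique: AMC fluorescence, 355/460 nm; Controls: enzyme without compound as high, wells lacking enzyme as low.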
KCC2 mod: KCC2 cotransporter modulators, thallium flux, primary screen, cell-based, HEK293 KCC2, FluoZin-2 fluorescence, MLSMR; Solute carrier family 12 member 5 (Homo sapiens), Q9H2X9; KCC2 cells, thallium flux FluoZin-2 fluorescence; B-score of Tl+ flux slope (higher = more flux/activation; lower = inhibition) at 10 µM; 190,000 tested, 2.2% active; AID 1456, 2008;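 active = thallium flux slope and its plate-corrected score both differing from the plate sample mean at a set confidence after two filtering rounds, in either direction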;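 note: slope of fluorescence scaled to starting intensity during 10 to 20 s after thallium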
m-calpain inh: inhibitors of pig calpain II, primary screen, biochemical, fluorogenic peptide substrate, 1536-well | purified calpain II, 30 min | AID 1236, 2008 | inhibition, % at 16 µM | 220,000 tested, 0.37% active;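 active = inhibition above about 50%, limit read from the data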
PERK inh: block of dimerizer-induced PERK translation repression, primary screen, PERK inhibitor project, CHO PERK-DD cells, SEAP luminescence, HTS | Eukaryotic translation initiation factor 2-alpha kinase 3 (Homo sapiens), Q9NZJ5 | CHO PERK-DD fusion, SEAP luminescence translation reporter | inhibition, % at 5.6 µM | 220,000 tested, 0.17% active;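 active = inhibition above the mean inhibition of all tested compounds plus 3 SD, set separately per screening campaign, cut at about 2.9% in these data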;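 note: PERK kinase domain activated by AP20187 dimerizer at 100 nM; 0% = DMSO with dimerizer and 100% = rapamycin at 8.4 µM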
KLK5 inh: human KLK5 protease inhibitors, primary screen, biochemical, 1536-well. recombinant hK5, fluorogenic AMC substrate cleavage. Kallikrein-5 (Homo sapiens), Q9Y337. AID 873, 2007. 210,000 tested, 0.59% active. inhibition, % at 5 µM;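 active = inhibition of 40% or more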;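 note: 0% = enzyme controls without compound and 100% = no-enzyme blanks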
Furin inhibitor: human furin inhibitors, primary screen, biochemical, fluorescence intensity; P09958; purified furin, fluorogenic substrate cleavage; inhibition, % at 30 µM; 220,000 tested, 0.061% active; AID 463115, 2010; in the data active = inhibition above about 25%; note: inactives centre near -15
Target sequence (P09958 108-714 limits assumed): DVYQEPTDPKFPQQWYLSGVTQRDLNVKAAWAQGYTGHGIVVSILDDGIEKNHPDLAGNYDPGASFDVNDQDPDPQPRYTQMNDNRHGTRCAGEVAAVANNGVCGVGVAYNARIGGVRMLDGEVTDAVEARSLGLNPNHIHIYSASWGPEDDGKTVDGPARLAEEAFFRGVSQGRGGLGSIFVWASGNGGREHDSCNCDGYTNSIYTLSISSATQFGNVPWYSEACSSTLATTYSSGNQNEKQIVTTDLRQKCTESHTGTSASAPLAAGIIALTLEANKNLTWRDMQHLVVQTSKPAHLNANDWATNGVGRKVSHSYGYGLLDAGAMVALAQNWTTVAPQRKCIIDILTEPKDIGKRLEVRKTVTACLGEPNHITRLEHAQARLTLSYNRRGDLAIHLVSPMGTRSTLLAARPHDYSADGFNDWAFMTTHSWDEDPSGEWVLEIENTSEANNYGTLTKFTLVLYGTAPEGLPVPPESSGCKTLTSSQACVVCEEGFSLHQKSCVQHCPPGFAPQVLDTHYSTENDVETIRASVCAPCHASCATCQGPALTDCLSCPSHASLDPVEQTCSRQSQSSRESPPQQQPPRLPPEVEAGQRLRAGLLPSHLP
FXIa inh: human FXIa protease inhibitors, primary screen, biochemical, 1536-well | purified FXIa, Boc-Glu-Ala-Arg-AMC fluorogenic substrate | 220,000 tested, 0.14% active | Coagulation factor XI (Homo sapiens), P03951 | inhibition, % at 5 µM;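 active = inhibition of at least 40%; inactive = inhibition below 40%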;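 note: fluorescence of freed AMC excited at 355 nm; 0% = enzyme without compound and 100% = no enzyme blank; many of its hits are not listed in these tables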
Rad51 HR inh: human RAD51 strand exchange inhibitors, primary screen, biochemical, fluorescence. 200,000 tested, 0.085% active. inhibition, % at 10 µM. hRad51 DNA strand exchange, fluorescence dequenching. DNA repair protein RAD51 homolog 1 (Homo sapiens), Q06609. AID 1385, 2008;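 active = inhibition above 40% at the single screening dose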;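 note: 0% = DMSO control wells and 100% = blanks with heterologous ssDNA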
Target sequence (Q06609 whole entry, looked up): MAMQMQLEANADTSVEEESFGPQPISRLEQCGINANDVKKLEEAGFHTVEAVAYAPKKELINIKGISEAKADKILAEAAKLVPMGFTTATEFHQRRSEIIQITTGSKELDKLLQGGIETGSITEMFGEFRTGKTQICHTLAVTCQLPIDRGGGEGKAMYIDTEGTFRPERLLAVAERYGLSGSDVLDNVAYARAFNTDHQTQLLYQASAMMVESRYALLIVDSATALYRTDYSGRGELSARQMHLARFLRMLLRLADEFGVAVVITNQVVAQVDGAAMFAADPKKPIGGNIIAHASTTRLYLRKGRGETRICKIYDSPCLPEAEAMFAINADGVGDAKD
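Test system: preformed human Rad51 ssDNA filaments; also added: Donor/quencher-labelled 47-bp dsDNA substrate; doses: 10 µM final, single point; times: 37 °C 15-min filament assembly, 30-min compound preincubation, 15-min exchange; detection: FRET fluorescence dequenching, excitation 485 nm, emission 520 nm; read-out basis: Fluorescence-based percent inhibition, control- and blank-normalised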
FXIIa inh 1536: human FXIIa protease inhibitors, primary screen, biochemical, 1536-well; inhibition, % at 5 µM; 220,000 tested, 0.3% active; AID 800, 2007; purified FXIIa, Boc-QGR-AMC fluorogenic substrate, 2 h; Coagulation factor XII (Homo sapiens), P00748; in the data active = inhibition above about 40%;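 note: 0% = enzyme with no compound and 100% = blank without enzyme; many of its hits are not listed in these tables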
* hit, by the source's call; . = not tested or not shown; [ ] = dose if it differs, or a comment. This is a subset, so the mix of outcomes need not match the whole.

Preview (7 entries):
1: COc1ccc(CN2C(=O)C(=O)N(CC(N)=O)C2=O)cc1
2: O=C(Cc1csc(N2CCOCC2)n1)N/N=C/c1ccccc1C(=O)O
3: CCNC(=S)NS(=O)(=O)c1ccc(C)cc1
4: Cc1ccc(NC(=O)c2ccccc2NS(=O)(=O)c2ccc(Cl)s2)cc1
5: CCCC(=O)Nc1cc2c(cc1C(=O)c1ccccc1)OCCO2
6: O=C1CNC(=S)N1CCc1ccc(O)c(O)c1
7: C#CCOCCOCCOCCNc1nc(N2CCN(C(=O)[C@H]([C@@H](C)CC)n3cc([C@@H](N)CC(C)C)nn3)CC2)nc(N2CCN(C(=O)[C@H](Cc3ccc(O)cc3)n3cc([C@@H](N)C(C)CC)nn3)CC2)n1 (some centres undefined)
assay / compound,1,2,3,4,5,6,7
Thrombin inh,3,2,-19,-13,-9,-1,-4
KCC2 mod,1.6,.,0.15,-3.7*,.,0.024,1.6
m-calpain inh,-7,0,0,2,-30,-2,-1
PERK inh,0.8,-0.1,1.2,0.8,-0.3,0.8,0.3
KLK5 inh,6,3,-13,-19,-2,1,-3
Furin inhibitor,-25,-1,-18,-8,-13,2,-21
FXIa inh,-2,5,3,4,-3,1,-4
Rad51 HR inh,22,9,-5,15,1,6,7
FXIIa inh 1536,9,13,10,8,3,8,6

The whole of this part, from the first entry:
1: COc1ccc(CN2C(=O)C(=O)N(CC(N)=O)C2=O)cc1
2: O=C(Cc1csc(N2CCOCC2)n1)N/N=C/c1ccccc1C(=O)O
3: CCNC(=S)NS(=O)(=O)c1ccc(C)cc1
4: Cc1ccc(NC(=O)c2ccccc2NS(=O)(=O)c2ccc(Cl)s2)cc1
5: CCCC(=O)Nc1cc2c(cc1C(=O)c1ccccc1)OCCO2
6: O=C1CNC(=S)N1CCc1ccc(O)c(O)c1
7: C#CCOCCOCCOCCNc1nc(N2CCN(C(=O)[C@H]([C@@H](C)CC)n3cc([C@@H](N)CC(C)C)nn3)CC2)nc(N2CCN(C(=O)[C@H](Cc3ccc(O)cc3)n3cc([C@@H](N)C(C)CC)nn3)CC2)n1 (some centres undefined)
8: COc1ccc(NC(=S)N2CCCC2)cc1OC
assay / compound,1,2,3,4,5,6,7,8
Thrombin inh,3,2,-19,-13,-9,-1,-4,1
KCC2 mod,1.6,.,0.15,-3.7*,.,0.024,1.6,0.81
m-calpain inh,-7,0,0,2,-30,-2,-1,-4
PERK inh,0.8,-0.1,1.2,0.8,-0.3,0.8,0.3,1.3
KLK5 inh,6,3,-13,-19,-2,1,-3,-6
Furin inhibitor,-25,-1,-18,-8,-13,2,-21,-22
FXIa inh,-2,5,3,4,-3,1,-4,-3
Rad51 HR inh,22,9,-5,15,1,6,7,12
FXIIa inh 1536,9,13,10,8,3,8,6,2

9: COc1ccc(CNc2ccc(S(N)(=O)=O)cc2)cc1
10: CCN(C(=O)Cn1c(=O)oc2ccccc21)C1CCS(=O)(=O)C1 (centres undefined)
11: CSc1nc2c(ccc3ccccc32)o1
12: CCCCN(CCCC)S(=O)(=O)c1ccc(NC(=O)CN2CCOCC2)cc1
13: N=c1n(CCO)c2ccccc2n1CCOc1ccccc1
14: CCN(CC)CC#CC(OC)(c1ccccc1)c1ccccc1
15: CSCCC(NS(=O)(=O)c1ccc2[nH]c(=O)c(=O)[nH]c2c1)C(=O)O (centres undefined)
16: COC(=O)N/N=C(\C)c1ccco1
assay / compound,9,10,11,12,13,14,15,16
Thrombin inh,-17,-20,0,2,1,9,-18,-8
KCC2 mod,0.97,-0.12,-0.14,-1.3,0.23,-1.3,0.72,.
m-calpain inh,1,12,12,-28,17,-16,-41,-14
PERK inh,1.1,-0.5,0.4,-0.8,0.3,0.3,0.4,0.5
KLK5 inh,-7,-19,-13,-5,-7,-3,3,0
Furin inhibitor,-17,4[20 µM],-4[20 µM],-12[20 µM],-9,-41,-14,-19
FXIa inh,4,0,0,-7,3,-1,-5,-3
Rad51 HR inh,-2,-6,-1,3,6,5,4,20
FXIIa inh 1536,9,19,9,8,2,10,0,3

17: CCn1cnc2cc([N+](=O)[O-])ccc21
18: CC1(C)CC(=O)c2cnn(-c3nc4ccccc4[nH]3)c2C1
19: CCCc1nc2ccccc2c(C(=O)OCC(=O)Nc2c(C)n(C)n(-c3ccccc3)c2=O)c1CC
20: CCOC(=O)c1ccc(NC(=O)[C@@H](NC(N)=O)C(C)C)cc1
21: Cc1cc2ncc(-c3ccc(Cl)cc3)c(N)n2n1
22: CCOC(=O)c1c(Nc2ccccc2N)cc(C)nc1C
23: CCOc1ccccc1-n1nnnc1SCC(=O)OC
24: O=C1CSC(=Nc2ccccc2Cl)N1
assay / compound,17,18,19,20,21,22,23,24
Thrombin inh,.,-8,-12,-3,-10,-9,-12,-6
KCC2 mod,-0.31,.,-0.6,0.33,-0.85,1,-1,0.16
m-calpain inh,-19,4,22,-8,-12,13,-15,13
PERK inh,0.8,-0.6,-0.8,0.7,0.0,0.3,0.9,1.0
KLK5 inh,-1,-23,-5,-2,-16,2,1,22
Furin inhibitor,-29,-24,-11,-27,-28,-7[20 µM],-24,-11
FXIa inh,2,-7,-14,-5,14,1,-5,-8
Rad51 HR inh,7,7,-2,6,8,-2,-1,-2
FXIIa inh 1536,6,16,1,8,21,15,11,-6

25: Cc1cnn(-c2nc(-c3cccs3)cc(C(F)(F)F)n2)c1
26: Cc1ccc(C(C(=O)NC2CCCC2)N(Cc2ccc3c(c2)OCO3)C(=O)Cc2cccs2)cc1 (centres undefined)
27: O=C(CSc1ncn[nH]1)NCc1ccc2c(c1)OCO2
28: CC(C)OC(=O)c1cccc2c1C(=O)c1ccccc1-2
29: CC1CCN(C(=O)c2ccc(CSc3ccc(Cl)cc3)cc2)CC1
30: CCN(CC)c1ccc(/C=N/NC(=O)c2cnccn2)c(O)c1
31: Cc1cc(/C=N\NC(=O)c2cccs2)c(C)n1-c1ccc2ncccc2c1
32: O=C(NC1CC1)C1=COCCO1
assay / compound,25,26,27,28,29,30,31,32
Thrombin inh,4,1,-5,-2,-5,1,2,2
KCC2 mod,-1,0.28,0.02,-1.7,-0.19,1.2,-0.00058,0.59
m-calpain inh,-12,-12,-19,24,18,-8,-72,-19
PERK inh,-0.2,-0.1,-0.2,-0.3,0.0,1.0,-0.9,1.3
KLK5 inh,-4,-5,-4,-4,-17,-4,-8,-8
Furin inhibitor,-3,-30[20 µM],-22,-2,-6,-10,-19[20 µM],-14[20 µM]
FXIa inh,6,4,-4,-4,8,4,10,-3
Rad51 HR inh,3,-4,-4,2,.,2,-1,1
FXIIa inh 1536,18,10,0,-1,9,6,21,13

33: Cc1cccc(C(=O)NC(NCCc2ccccc2)C(Cl)(Cl)Cl)c1 (centres undefined)
34: CCOC(=O)c1cc(C#N)c(Nc2ccc(C)cc2)nc1C(F)(F)F
35: O=S(=O)(N/N=C/c1ccc2c(c1)OCCO2)c1ccccc1
36: Cc1ccc2nc(C)c(C(=O)N/N=C/c3ccc(C(=O)O)cc3)cc2c1
37: COc1ccc(NC(=O)c2ccc(COCC(F)(F)C(F)F)cc2)cc1
38: S=c1[nH]nc(-c2ccccc2Cl)n1/N=C/C=C/c1ccco1
39: Cc1cc(C(=O)COC(=O)c2ccncc2)c(C)n1CCc1ccc(F)cc1
40: CCOC(=O)NC(=O)c1cn(CCN(C)C)c(=O)[nH]c1=O
assay / compound,33,34,35,36,37,38,39,40
Thrombin inh,-1,-4,0,-6,-18,2,-12,14
KCC2 mod,-0.92,0.0091,-0.36,1.2,0.16,.,0.76,-1.1
m-calpain inh,15,-53,19,17,15,-9,-51,12
PERK inh,-0.4,-0.1,1.8,0.4,0.2,-0.4,0.9,0.8
KLK5 inh,-1,15,-7,1,0,2,-4,25
Furin inhibitor,-14[20 µM],-16,-16[20 µM],-15,-11,3,-21,-5
FXIa inh,1,0,1,-3,-1,5,-6,12
Rad51 HR inh,9,0,6,1,1,-3,-3,23
FXIIa inh 1536,10,5,10,11,3,11,2,20

41: Cc1nc(SCc2ccc(Cl)cc2)ncc1C(=O)O
42: CC(=O)Nc1ccc2ccccc2c1
43: O=C(c1ccc(F)cc1)N1CCC(N2CCOCC2)CC1
44: Fc1ccccc1N1CCN(c2ncnc3nc[nH]c23)CC1
45: C/C(CC(=O)N(C(C)C)C(C)C)=N\NC(=O)COc1ccc(Cl)cc1Cl
46: CC(C)(C)NC(=O)C(c1ccco1)N(C(=O)Cn1nnc(-c2ccc(F)cc2)n1)c1ccccc1F (centres undefined)
47: COc1cc(/C=C/C(=O)OCC(=O)Nc2ccccc2Cl)cc(OC)c1OC
48: CCOCCCNC(=O)C(c1ccc(OC)cc1)N(Cc1ccc2c(c1)OCO2)C(=O)c1ccccn1 (centres undefined)
assay / compound,41,42,43,44,45,46,47,48
Thrombin inh,-4,0,-4,-3,0,-1,-6,-3
KCC2 mod,.,.,0.69,0.92,-0.67,1,-0.028,0.31
m-calpain inh,7,14,-10,-16,36,-43,-153,-6
PERK inh,-0.6,-0.5,1.0,-0.3,0.2,-0.4,0.3,0.4
KLK5 inh,5,0,1,-3,-3,-14,-1,2
Furin inhibitor,-6,-10[20 µM],-32[20 µM],-21,-5,-23[20 µM],-32,-14
FXIa inh,-1,5,-7,-2,10,-2,-5,-1
Rad51 HR inh,14,-4,-1,6,3,5,3,3
FXIIa inh 1536,9,3,-11,5,16,16,.,9

49: Cc1cc(=O)oc2c(CN(C)Cc3ccccc3)c(O)ccc12
50: CS(=O)(=O)Nc1ccc(C(=O)Nc2ccc3c(c2)OCCO3)cc1
51: C=CCn1c(SCC(=O)Nc2cccc(C(=O)OC)c2)nnc1C(C)NC(=O)c1cccs1 (centres undefined)
52: CCCCCC#CCC#CCC#CCC#CCCCC(=O)O
53: COc1cccc(-c2nc(CSCC(=O)NCC3CCCO3)c(C)o2)c1 (centres undefined)
54: COC(=O)c1ccccc1NC(=O)C12CCC(C)(C(=O)O1)C2(C)C (centres undefined)
55: O=Nc1c(O)n(Cc2cccc(C(F)(F)F)c2)c2ccccc12
assay / compound,49,50,51,52,53,54,55
Thrombin inh,0,5,19,-2,2,-7,1
KCC2 mod,0.32,-0.24,.,0,-0.94,.,0.94
m-calpain inh,-357,-11,17,32,-36,-11,1
PERK inh,-0.4,0.8,-0.2,0.9,0.8,0.0,1.0
KLK5 inh,-69,-2,50*,-88,-1,-3,-6
Furin inhibitor,-6[20 µM],-1[20 µM],-14[20 µM],-9,1,-24[20 µM],-24
FXIa inh,-43,9,16,0,2,-2,-2
Rad51 HR inh,5,-8,-3,-4,-36,.,16
FXIIa inh 1536,-64,22,35,6,13,3,7
